# DT40 TDP1 CPT: DT40-hTDP1 cell growth loss with CPT | chicken DT40 Tdp1-/-;hTDP1 cells + 20 nM CPT, ATP luminescence, 48 h | AID 686979 | hit rate 12% among 420,000 | Potency, µM (top dose mostly 46.2 µM), for the others: at the top dose activity change, negative = growth inhibition, most hits filed as inhibitors; further: nearly all actives have a fitted effect of over 55% in size
#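 Chicken DT40 Tdp1-/- cells stably complemented with human TDP1 were seeded at 400 cells/well in medium containing 20 nM camptothecin, exposed to pin-transferred compounds, and grown at 37 °C for at least 48 hr. Viability was read as ATP luminescence.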
# TDP1 cell noCPT: qHTS for Inhibitors of human tyrosyl-DNA phosphodiesterase 1 (TDP1): qHTS in cells in absence of CPT. DT40 Tdp1-/- hTDP1 cells, no CPT, ATP luminescence, 48 h. Potency, µM (highest dose often 46.2 µM), for the others: at the highest dose activity change, negative = growth inhibition, usual class: inhibitors. hit rate 15% among 420,000; further: nearly all actives have a fitted effect of over 55% in size
#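 A cellular qHTS used chicken DT40 cells lacking endogenous Tdp1 but carrying stably transfected human TDP1. Compounds were applied without camptothecin, and cell growth kinetics were judged by ATP-dependent luminescence after ≥48 hr.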
# TDP1 inh: inhibitors of human tyrosyl-DNA phosphodiesterase TDP1 | hit rate 0.28% among 350,000 | Potency, µM (highest dose often 130 µM), without a hit: at the highest dose activity change, negative = inhibition, usual class: inhibitors | recombinant TDP1, AlphaScreen DNA substrate cleavage; further: nearly all actives have a fitted effect of over 40% in size
# Target sequence (Q9NUW8 whole entry, looked up): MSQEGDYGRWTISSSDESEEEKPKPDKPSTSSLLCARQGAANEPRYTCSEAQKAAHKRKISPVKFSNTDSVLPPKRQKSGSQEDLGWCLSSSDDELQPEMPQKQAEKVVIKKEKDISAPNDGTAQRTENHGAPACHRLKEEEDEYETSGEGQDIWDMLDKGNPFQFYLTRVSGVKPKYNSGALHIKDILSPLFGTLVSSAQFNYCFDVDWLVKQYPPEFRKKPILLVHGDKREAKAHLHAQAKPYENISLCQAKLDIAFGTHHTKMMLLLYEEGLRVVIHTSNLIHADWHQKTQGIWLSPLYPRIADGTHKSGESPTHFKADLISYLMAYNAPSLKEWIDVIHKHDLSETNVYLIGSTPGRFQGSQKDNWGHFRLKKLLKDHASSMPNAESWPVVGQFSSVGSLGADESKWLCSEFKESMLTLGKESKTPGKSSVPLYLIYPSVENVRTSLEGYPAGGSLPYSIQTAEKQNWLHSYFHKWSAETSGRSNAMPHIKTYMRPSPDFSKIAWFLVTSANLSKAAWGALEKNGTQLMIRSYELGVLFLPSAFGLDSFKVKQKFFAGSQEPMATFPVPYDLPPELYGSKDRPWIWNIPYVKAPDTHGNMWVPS
#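 Signal: AlphaScreen proximity between streptavidin donor and anti-FITC acceptor beads on intact substrate. Reaction: Tdp1 1 nM, substrate 15 nM final, 5 min RT after 15 min compound preincubation.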
# * = called active by the depositor; ? = inconclusive; / = not tested or not shown; & = joins results of further samples; ! = repeats disagree; [ ] = another dose, or the depositor's remark. The call rests on the fitted dose curve; in most records, active means well fitted curve in the direction sought with a large enough effect; inconclusive means small, poorly fitted or top-dose-only effect, or another doubt; inactive means no such curve, though single readings can be large; an effect the other way counts as inactive or inconclusive. On the % scale 0 is the no-effect control and ±100 the full control effect; potency means the concentration at half of the fitted maximal effect. These rows are one share of the data (hit frequency here may not be typical).
# Start of the data: the first five compounds, to show the layout:
SMILES,DT40 TDP1 CPT,TDP1 cell noCPT,TDP1 inh
CC12CN3CC(C)(CN(C1)C3c1ccncc1)C2=O (configuration not stated),-2%,4%,4%
c1ccc(N2CCN(c3ccccc3)CC2)cc1,10%,-16%,/
COc1ccc(-c2nn(-c3ccccc3)cc2C(=O)N2c3ccc(C)cc3C3CN(C)CCC32)cc1 (configuration not stated),?,26µM*,1%
CNC(=S)N1CCn2cccc2C1c1cccnc1 (configuration not stated),-25%,-10%,4%
COC(=O)C[C@H]1CC[C@H]2NC[C@@H](O)COC[C@@H]2O1,1%,9%,/

# Results, from the start:
SMILES,DT40 TDP1 CPT,TDP1 cell noCPT,TDP1 inh
CC12CN3CC(C)(CN(C1)C3c1ccncc1)C2=O (configuration not stated),-2%,4%,4%
c1ccc(N2CCN(c3ccccc3)CC2)cc1,10%,-16%,/
COc1ccc(-c2nn(-c3ccccc3)cc2C(=O)N2c3ccc(C)cc3C3CN(C)CCC32)cc1 (configuration not stated),?,26µM*,1%
CNC(=S)N1CCn2cccc2C1c1cccnc1 (configuration not stated),-25%,-10%,4%
COC(=O)C[C@H]1CC[C@H]2NC[C@@H](O)COC[C@@H]2O1,1%,9%,/
Cc1ccccc1Cc1c(C)nc2nc(SCC(=O)N3CCC4(CC3)OCCO4)nn2c1C,-16%,-19%,7%
COC(=O)C1=C(c2ccc(Cl)c(C(F)(F)F)c2)C[C@@H]2CC[C@H]1N2C,?,-13%,2%
COC(=O)C1=C(c2cccc(C#N)c2)C[C@@H]2CC[C@H]1N2C(=O)NC1Cc2ccccc2C1,-18%,-16%,-1%
CCOc1ccccc1NC(=O)c1ccccc1N(C)S(=O)(=O)c1ccc(C)cc1,?,?,/
Cc1ccc2c(c1)CC1(CN2C)C(=O)NC(=O)N(CCC2=CCCCC2)C1=O (configuration not stated),?,?,2%
C=CCCC1(C2=CCCCC2)C(=O)NC(=O)NC1=O,1%,-1%,/
COc1ccc2c(CCN)c[nH]c2c1,-3%&-8%,-15%&-8%,12%&4%
COc1ccc(C(c2nnnn2C2CCCCC2)N2CCC3(CC2)C(=O)NCN3c2ccccc2)cc1 (configuration not stated),?,?,/
O[C@@H]1CCCN2CCc3c([nH]c4ccccc34)[C@H]12,15µM*,?,/
COC(=O)Cn1cc(C=C2C(=O)N(C)C(=O)N(C)C2=O)c2ccccc21,0%,7%,/
COc1cccc(CNC2CN3CCC2CC3)c1OC (configuration not stated),-15%,-1%,0%
COc1ccc(NC(=O)c2c(C)nn(Cc3ccccc3Cl)c2Cl)cc1Cl,8%,?,3%
COc1ccc(C(C)=O)cc1CC(C(=O)c1ccc(C)cc1)N(C)C (configuration not stated),-6%,-1%,-2%
CC12CCC(O)CC1CCC1C2CCC2(C)C(C(=O)CC(O)C(F)(F)F)CCC12 (configuration not stated),?,?,/
O=c1ccc2cc(O[C@@H]3O[C@@H](CO)[C@H](O)[C@@H](O)[C@@H]3O)c(O)cc2o1,1%,29%,/
COc1ccccc1CCNCc1cc2c(cc1[N+](=O)[O-])OCO2,-23%,?,-4%
COc1ccc(N=Cc2c(O)n(CC3CCCO3)c(=O)[nH]c2=O)cc1 (configuration not stated),-8%,-24%,3%
CCOc1ccc(-n2c(CC)nc3ccccc3c2=O)cc1,-28%,?,0%
Cc1ccc(/C(CSc2nccn2-c2ncc(C(F)(F)F)cc2Cl)=N\O)cc1,?,18µM*,3%
Cc1ccc2c(c1)C1CN(C)CCC1N2C(=O)/C(C#N)=C/c1ccc2c(c1)OCO2 (configuration not stated),0%,?,3%
# Next results.
SMILES,DT40 TDP1 CPT,TDP1 cell noCPT,TDP1 inh
O=C(Nc1ccccc1)NC1CC2CCC(C1)N2 (configuration not stated),-7%,1%,4%
NCC(=O)c1ccc2ccccc2c1,-6%,-15%,/
CCCCN1C(=O)NC(=O)C2(Cc3ccccc3N3CCOCC32)C1=O (configuration not stated),-7%,-29%,4%
COc1ccc(CCC(=O)N2C[C@H]3C[C@@H](C2)c2cccc(=O)n2C3)cc1,-2%,-7%,/
CCOP(=O)(OCC)C(NC(=O)Cc1ccccc1)C(Cl)(Cl)Cl (configuration not stated),14%,8%,0%
CC(=O)Nc1ccc(S(=O)(=O)N2Cc3ccccc3-n3nncc3C2)cc1,15µM*,15µM*,/
O=C(Nc1sc2c(c1C(=O)Nc1ccc(Cl)cc1)CCCC2)c1cccs1,5.8µM*,3.7µM*,-9%[12.3 µM]
COC1=C(OC)[C@]23CCc4ccc(OC)c(OC)c4[C@]2(CCN3C)CC1=O,-22%,-3%,1%
CC(O)C1C=CC=CC(=O)OC2CC3OC4C5OC5(C)C(O)CC4(COC(=O)C(O)C(C)CCO1)C2(C)C31CO1 (configuration not stated),0.13µM*,0.15µM*,/
NC(=O)c1c(Br)n(C2OC(CO)C(O)C2O)c2ncnc(N)c12 (configuration not stated),2.1µM*,1.8µM*,/
C=Cc1ccc(Cn2c(C)c(CNCCc3cc(OC)ccc3OC)c(C(=O)O)c2C)cc1,?,13µM*,8%
C[C@@H]1CN([C@@H](C)CO)C(=O)CCCn2nncc2CO[C@H]1CN(C)C(=O)Oc1ccc2ccccc2c1,-16%,-1%,/
C=CCn1c(O)c(C(CC)=Nc2ccccc2NC(C)=O)c(=O)[nH]c1=O,-20%,-16%,-7%
Cc1ccc(C(O)P(=O)(OCCC(C)C)c2ccc(N(C)C)cc2)cc1 (configuration not stated),?,-17%,/
Cc1ccc(C[N+](C)(C)C)o1,?,-12%&4%&-19%,-5%
COC(=O)c1c(C)[nH]c(C(=O)C(Cc2ccccc2)N(C)C)c1C (configuration not stated),?,-26%,4%
CNC(=O)Oc1ccc2c(c1)[C@@]1(C)CCN(C)[C@@H]1N2C,-9%,-20%,-3%[56.1 µM]
Cn1cc([N+](=O)[O-])c(C(=O)Nc2ccc3c(C(F)(F)F)cc(=O)oc3c2)n1,1%,2%,4%
CC(=O)C1CC[C@H]2C3CC[C@@H]4CC(O)CC[C@@]4(C)C3CC[C@]12C (some centres not stated),2%,-28%,-5%[56.1 µM]
CC1CC2CC(=O)CCC2(C)C2CCC3(C)C(O)CCC3C12 (configuration not stated),?,?,/
Clc1ccc(OCC#CCN2CCCC2)cc1,-18%,-20%,-4%
C[C@H](CO)N1C[C@H](C)[C@@H](CN(C)S(=O)(=O)c2cccs2)Oc2ccc(NC(=O)Nc3ccc(C(F)(F)F)cc3)cc2C1=O,16µM*,18µM*,0%
Cc1c(C(=O)C(=O)N2CCOCC2)c2ccccc2n1Cc1ccccc1,11%,0%,5%
CCCOC(=O)C1C2CCC(O2)C1C(=O)O (configuration not stated),-7%,-13%,/
Oc1ccc(O)c2c1C1(Cl)C(Cl)=C(Cl)C2(Cl)C1(Cl)Cl,23µM*,16µM*,/
# Further structures
SMILES,DT40 TDP1 CPT,TDP1 cell noCPT,TDP1 inh
CN1CN=C(N[N+](=O)[O-])N(Cc2ccco2)C1,-16%,?,-5%
COc1ccc(C2NCc3ccccc3-n3cccc32)cc1 (configuration not stated),?,?,7%
Fc1ccc2c(c1)nnn2C1CCN(Cc2nnnn2C2CCCCC2)CC1,-4%,-20%,-3%
CCN(CC)c1nc2ccccc2nc1C(=O)Nc1cccc(C(C)=O)c1,?,?,4%
O=C(O)C1CSC(c2cccnc2)N1 (configuration not stated),2%,-12%,0%
O=C(O)c1cc[c]([Sb](=[O])([OH])[OH])cc1[N+](=O)[O-],-6%,1%,1.6µM*
COc1ccc2[nH]cc(C3=CCNCC3)c2c1,?,?,10%
CC(Cc1cccc(C(F)(F)F)c1)NCCCc1ccccc1 (configuration not stated),?,?,1%
CCCC[N+]1(C)[C@@H]2CC(OC(=O)[C@H](CO)c3ccccc3)C[C@H]1[C@@H]1O[C@@H]12 (some centres not stated),-8%&11%,-15%&-2%,5%
O=C(O)/C=C\CO,-1%,0%,4%
CCc1ccccc1NC(=O)c1sc2nc3c(cc2c1N)CN(Cc1ccccc1)CC3,7.3µM*,5.8µM*,8%
CC(=O)c1cn(CCCOc2ccccc2)c2ccccc12,?,16µM*,-2%
O=C(c1ccc2c(c1)ncn2C1CCCCC1)N1CCC2(CC1)OCCO2,6.5µM*,4.6µM*,3%
Cc1ccc(C(=O)N2CC2C)cc1 (configuration not stated),-13%,-19%,/
COc1ccc(N2C(=O)C(=O)N(c3ccc(OC)cc3)P2(=O)N(CCCl)CCCl)cc1,-24%,-15%,/
C[C@H](CO)N1C[C@H](C)[C@@H](CN(C)Cc2ccc(-c3ccccc3)cc2)Oc2c(NC(=O)c3ccncc3)cccc2C1=O,16µM*,23µM*,8%
Cc1ccc(C(=O)Nc2ccncc2)cc1S(=O)(=O)N1CCCCC1,23µM*,18µM*,/
c1ccc2c(N3CCNCC3)cccc2c1,18µM*,?,10%[56.1 µM]
CCN1C[C@]2(COC)CC[C@H](OC)[C@@]34C1[C@]1(OCO[C@@]15C[C@H](OC)[C@H]1C[C@@H]3[C@@H]5[C@H]1OC)[C@@H](O)[C@H]24,11%,-2%,/
CC(C)(C)P(=O)(c1ccncc1)N1CCCC1 (configuration not stated),1%,1%,5%
C#CC[N+]1(C)C2CCC1CC(O)C2 (configuration not stated),?,5%,2%
Cc1noc(C)c1COc1ccc(C(=O)NCC2(N(C)C)CCCCC2)cc1,-12%,-5%,/
O=S(=O)(c1ccc(Cl)cc1)N1CCCC1c1cccnc1 (configuration not stated),-1%,-12%,3%
Nc1c([N+](=O)[O-])cc(F)c(N2CCNCC2)c1Br,?,?,0%
CC(=O)OCC(=O)C1CCC2C3CC=C4CC(O)CC[C@@]4(C)C3CC[C@]12C (some centres not stated),2%,-1%,5%[56.1 µM]
# Continuation.
SMILES,DT40 TDP1 CPT,TDP1 cell noCPT,TDP1 inh
CC(=O)C(Sc1ncnc2c1nnn2-c1ccc(F)cc1)C(=O)N(C)C (configuration not stated),21µM*,21µM*,-4%
COC(=O)CC1Oc2ccc(C)cc2-n2cc(-c3ccc(F)cc3)nc21 (configuration not stated),18µM*,9.2µM*,12%
CCC1CN1P(=O)(N1CCCC1)N1CC1CC (configuration not stated),?,?,/
COc1cc(CNC(=O)CCCC/C=C/C(C)C)ccc1O,11µM*!,8.9µM*!,-2%
Cc1c2cnn(CC(=O)N3CCC4(CC3)OCCO4)c(=O)c2c(C)n1Cc1ccccc1F,-29%,?,5%
CC(C)=CCCC1(C)C=Cc2c(O)c3c(c(CC=C(C)C)c2O1)OC12C(=CC4CC1C(C)(C)OC2(C/C=C(/C)C(=O)O)C4=O)C3=O (configuration not stated),0.92µM*,1µM*,13%
Cc1ccc(S(=O)(=O)N2CCCC2c2cccnc2)cc1 (configuration not stated),8%,-26%,5%
O=c1c2ccccc2nc(N2CCCC2)n1-c1ccccc1,?,15µM*,-1%
COC(=O)[C@H](Cc1ccccc1)N(Cc1ccccc1)S(=O)(=O)N(Cc1ccccc1)[C@@H](Cc1ccccc1)C(=O)OC,23µM*,12µM*,1%
CCCCC(=O)OCC(=O)[C@]1(O)Cc2c(O)c3c(c(O)c2[C@@H](O[C@H]2C[C@H](NC(=O)C(F)(F)F)[C@H](O)[C@H](C)O2)C1)C(=O)c1c(OC)cccc1C3=O,1.5µM*,1.3µM*,/
CC(C)(COC(=O)C(c1ccccc1)c1ccccc1)CN1CCOCC1,?,21µM*,/
O=C1/C(=C/c2ccc3c(c2)OCO3)N2CCC1CC2,-25%,-37%,-5%
Cc1cc(OCC(=O)N2C[C@H]3C[C@@H](C2)c2cccc(=O)n2C3)c2c(C)c(C)c(=O)oc2c1,1%,-7%,/
CCOC(=O)CNC(=S)N1CC2C[C@@H](C1)Cn1c2cccc1=O,-11%,18%,/
Cc1cccc(-n2c(/C=C\c3cccc(Br)c3)nc3ccccc3c2=O)c1,?,?,5%
CCOC(=O)C(O)(c1ccc(N)c(OC)c1)C(F)(F)F (configuration not stated),1%,-4%,9%
CCOc1ccc(N=Cc2c(O)n(-c3cc(C)cc(C)c3)c(=O)[nH]c2=O)cc1,-21%,-8%,5%
CSCCC(NC(=O)CCC(=O)OC1CC[C@H]2[C@@H]3CC[C@H]4CC(=O)CC[C@]4(C)[C@H]3CC[C@]12C)C(=O)O (some centres not stated),-2%,-16%,/

# Whole records from above. Screens in order: DT40 TDP1 CPT, TDP1 cell noCPT, TDP1 inh
# Cc1noc(C)c1COc1ccc(C(=O)NCC2(N(C)C)CCCCC2)cc1 as listed: -12%, -5%, /
# COC1=C(OC)[C@]23CCc4ccc(OC)c(OC)c4[C@]2(CCN3C)CC1=O as listed: -22%, -3%, 1%
# CCOC(=O)CNC(=S)N1CC2C[C@@H](C1)Cn1c2cccc1=O as listed: -11%, 18%, /
# C[C@@H]1CN([C@@H](C)CO)C(=O)CCCn2nncc2CO[C@H]1CN(C)C(=O)Oc1ccc2ccccc2c1 as listed: -16%, -1%, /
# COc1ccc(N=Cc2c(O)n(CC3CCCO3)c(=O)[nH]c2=O)cc1 (configuration not stated) as listed: -8%, -24%, 3%
